Sm TGR inh = blocks Schistosoma mansoni thioredoxin glutathione reductase | 360,000 compounds, 3% hits | purified TGR, DTNB reduction, TNB absorbance 405 nm | Potency, µM (doses to about 114 µM), for inactives: top-dose activity change, negative = inhibition, actives largely listed as inhibitors; further: potency means the concentration at half of the fitted maximal effect; nearly all actives have a fitted effect of over 60% in size
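First, TGR (20 nM dispensed) and NADPH were mixed with compound. Second, a 15 min room-temperature incubation followed. Third, further NADPH and then DTNB were added to start the reaction. Finally, TNB absorbance was monitored kinetically.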
AmpC inh detg = blocks E. coli AmpC beta-lactamase in detergent assay. P00811. Potency, µM (highest dose often 114 µM), for the others: at the highest dose activity change, negative = inhibition, actives largely listed as inhibitors. AID 485294. AmpC hydrolysis of nitrocefin, absorbance 480 nm, 0.01% Triton. 370,000 compounds, 0.041% hits;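 further: potency means the concentration at half of the fitted maximal effect; 0% = no-compound wells and -100% = no-enzyme wells; nearly all actives have a fitted effect of over 25% in size; some results filed as inactive show a strong effect at the top dose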
Target sequence (P00811 whole entry, looked up): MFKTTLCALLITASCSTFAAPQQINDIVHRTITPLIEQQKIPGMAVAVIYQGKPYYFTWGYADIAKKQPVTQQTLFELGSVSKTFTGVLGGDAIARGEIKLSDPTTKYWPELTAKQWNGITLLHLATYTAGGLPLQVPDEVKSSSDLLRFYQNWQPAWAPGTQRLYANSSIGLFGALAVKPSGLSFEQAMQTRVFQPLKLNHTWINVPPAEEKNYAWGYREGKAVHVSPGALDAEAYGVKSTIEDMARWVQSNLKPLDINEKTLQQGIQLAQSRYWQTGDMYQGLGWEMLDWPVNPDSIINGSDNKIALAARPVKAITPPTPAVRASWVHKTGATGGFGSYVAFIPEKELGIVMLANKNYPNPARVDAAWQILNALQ
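20 mM phosphate pH 7.0 + 0.01% (detergent screen) or 0.0001% Triton X-100; 5.3 nM AmpC reagent; cpd preinc 15 min RT; nitrocefin (800 uM stock) to start; A480 q20 s × 4 min; Activity was normalised to no-enzyme and no-compound control wells.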
AmpC inh no detg = AmpC beta-lactamase inhibition without detergent. AmpC nitrocefin hydrolysis, absorbance 480 nm, 0.0001% Triton. P00811. Potency, µM (titrated, usually from 57.1 µM), for the others: at the highest dose activity change, negative = inhibition, hits mostly inhibitors. 330,000 compounds, 0.52% hits. AID 485341;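 further: potency means the concentration at half of the fitted maximal effect; plate controls were no compound for no effect and no enzyme for full effect; nearly all actives have a fitted effect of over 20% in size; some results filed as inactive show a strong effect at the top dose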
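AmpC (5.3 nM in the dispensed reagent) in 20 mM phosphate pH 7.0 with 0.01% (detergent screen) or 0.0001% Triton X-100 was preincubated with compounds for 15 min at room temperature. Nitrocefin was then added from an 800 uM solution, and hydrolysis was followed at 480 nm.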
TbPYK inhibitor = blocks Trypanosoma brucei pyruvate kinase; AID 624173; Q57TT1; Potency, µM (doses to about 76.8 µM), for the others: at the top dose activity, negative = inhibition, most hits filed as inhibitors; TbPYK enzyme, Kinase-Glo Plus ATP luminescence, 45 min; 410,000 compounds, 0.12% hits; further: potency means the concentration at half of the fitted maximal effect; nearly all actives have a fitted effect of over 50% in size
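TbPYK + substrate in 50 mM TEA pH 7.2, 100 mM KCl, 10 mM MgCl2, 0.05% BSA, 0.01% Tween-20; cpd pinned; ADP 130 uM final; 45 min RT; Kinase-Glo Plus 10 min; luminescence endpoint.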
AMA1-RON2 inh = inhibitors of Plasmodium falciparum AMA1-RON2 interaction; AlphaScreen AMA1-biotinylated RON2 peptide binding; Potency, µM (top dose mostly 58.2 µM), for the others: at the highest dose activity change, negative = inhibition, hits mostly inhibitors; 360,000 compounds, 0.2% hits; AID 720542;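 further: potency means the concentration at half of the fitted maximal effect; 0% = vehicle wells and -100% = peptide control; nearly all actives have a fitted effect of over 45% in size; some results filed as inactive show a strong effect at the top dose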
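AMA1 (3D7) with his tag at 25 nM final met compounds first, then biotinylated RON2 peptide at 25 nM; detection used donor plus acceptor beads, 10 µg/mL apiece, read by AlphaScreen after 30 min at room temperature.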
LmPK inh = blocks Leishmania mexicana pyruvate kinase activity; Potency, µM (top dose mostly 57.5 µM), without a hit: at the highest dose activity change, negative = inhibition, actives largely listed as inhibitors; AID 1721; purified LmPK, Kinase-Glo ATP luminescence, 1 h; 290,000 compounds, 0.37% hits; further: potency means the concentration at half of the fitted maximal effect
Target sequence (Q27686 whole entry, looked up): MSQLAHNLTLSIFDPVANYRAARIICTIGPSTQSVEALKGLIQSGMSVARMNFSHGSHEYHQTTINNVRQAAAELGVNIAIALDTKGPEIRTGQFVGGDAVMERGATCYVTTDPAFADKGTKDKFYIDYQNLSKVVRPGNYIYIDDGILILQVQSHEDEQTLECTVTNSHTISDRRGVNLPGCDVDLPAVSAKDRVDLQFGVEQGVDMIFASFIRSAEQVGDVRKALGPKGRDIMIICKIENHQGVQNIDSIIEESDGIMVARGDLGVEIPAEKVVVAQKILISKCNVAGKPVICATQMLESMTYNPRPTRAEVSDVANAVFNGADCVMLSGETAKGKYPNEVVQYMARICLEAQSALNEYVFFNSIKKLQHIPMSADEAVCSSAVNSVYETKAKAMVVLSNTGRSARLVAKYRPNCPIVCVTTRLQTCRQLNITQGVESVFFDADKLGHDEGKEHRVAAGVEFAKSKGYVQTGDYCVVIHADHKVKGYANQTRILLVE
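ATP generated from ADP (0.1 mM) and PEP (0.5 mM) by 0.1 nM LmPK over 1 h at room temperature (pH 7.2 imidazole buffer) was detected by coupled luciferase luminescence. Values were normalized to uninhibited and no-enzyme wells.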
HCMV antiviral = blocks human cytomegalovirus replication; HFF cells, HCMV-luciferase reporter, 72 h; hits give low values; activity change, negative = inhibition, % at 57.5 µM; 410,000 compounds, 4.5% hits; AID 1259415; in the data active means activity change below about -60%; inconclusive means no clear call, values can overlap the other calls; inactive means above about -39%
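HFF cells seeded 16 h at 37C, treated with compounds, infected with luciferase-reporter HCMV at MOI 1 PFU/cell; luciferase read at 72 h post infection, normalized to buffer-only and Salinomycin controls.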
Active calls of the source: *; u = inconclusive; x = no result given; + = active, no number; & = joins results of further samples; ! = repeats disagree; [ ] = remark or other dose. Unless noted, the call rests on the fitted dose curve; in most records, active means well fitted curve in the direction sought with a large enough effect; inconclusive means small, poorly fitted or top-dose-only effect, or another doubt; inactive means no such curve, though single readings can be large; an effect the other way counts as inactive or inconclusive. Unless noted, on the % scale 0 is the no-effect control and ±100 the full control effect.

mol,AMA1-RON2 inh,AmpC inh detg,TbPYK inhibitor,HCMV antiviral,AmpC inh no detg,Sm TGR inh,LmPK inh
Cc1onc(-c2ccccc2Cl)c1C(=O)N1CCOC12CCCCC2,-4%,1%,5%,21,-10%,1%,2%
C[C@H](NC(=O)c1ccco1)C(=O)N1CCCC1,8%,u,4%,18,-2%,-4%,7%
CC(C)(C)NC(=O)C(c1ccncc1)N(Cc1cccs1)C(=O)c1csnn1 (stereo unspecified),9%,u,-7%,-25,-10%,u,0%
Cc1ccc(OCC(=O)N/N=C\c2cccs2)c([N+](=O)[O-])c1,-2%,-9%,-3%,9,-37%,-3%,3%
CCc1nc(N2CCN(C(=O)CCCl)CC2)c2c3c(sc2n1)CCCC3,-6%,x,0%,-27,x,x,x
N#C/C(=C\c1ccc(Cl)cc1)C(=O)NCC1CCCO1 (stereo unspecified),x,-3%,1%,5,x,-7%,x
COc1ccc2c3c([nH]c2c1)C(C)=NCC3,-26%,u,3%,u,-12%,-3%,-1%
CCCC[n+]1ccn(C2=C([O-])c3ccccc3C(=O)/C2=N\S(=O)(=O)c2ccccc2)c1,2%,-10%,5%,u,1%,3%,-7%

mol,AMA1-RON2 inh,AmpC inh detg,TbPYK inhibitor,HCMV antiviral,AmpC inh no detg,Sm TGR inh,LmPK inh
COc1cccc(CNC(=O)C(NS(=O)(=O)c2ccc3c(c2)CCN3C(C)=O)C(C)C)c1 (stereo unspecified),11%,-12%&-1%,1%&0%,+!,26%,0%&0%,2%
c1ccc(CN2CCC3CC2c2ccc(N4CCOCC4)cc23)cc1 (stereo unspecified),4%,x,-2%,0,x,x,x
O=c1sc2ccccc2c(N2CCN(c3ccccc3)CC2)c1[N+](=O)[O-],4%,-7%,0%,-32,-6%,2%,-4%
Cc1cc(Nc2ccccc2Cl)c2ccccc2n1,-4%,x,-3%,-73*,x,x,x
Cc1ccc(-c2cc3nc(-c4ccccc4)cc(N4CCC5(CC4)OCCO5)n3n2)cc1,45%[activator],0%,8%,33,-15%,0%,1%
COC(=O)C1=C(C)N(Cc2ccccc2)C(=NCc2cc(OC)c(OC)c(OC)c2)N[C@H]1c1cccc(F)c1,-2%,u,3%,x,219%&132%[activator],0%&-19%,-2%&-1%
CCc1ccc([C@@H]2CC(=O)[C@@H]3CN(S(=O)(=O)c4ccc(C)cc4)[C@H](c4ccc(Cl)cc4)C[C@@H]3N2S(=O)(=O)c2ccc(C)cc2)cc1,-3%,x,3%,-18,x,x,x
COCCNC(=O)CN1CCC(NC(=O)Nc2ccccc2)CC1,1%,-8%,x,19,-43%,0%,-1%

mol,AMA1-RON2 inh,AmpC inh detg,TbPYK inhibitor,HCMV antiviral,AmpC inh no detg,Sm TGR inh,LmPK inh
Cc1onc(-c2c(F)cccc2Cl)c1C(=O)NNC(=O)C1CCN(Cc2ccccc2)CC1,35%[activator],-15%,11%,-32,-17%,0%,1%
CC(CN1CCOCC1)C(C#N)(c1ccccc1)c1ccccc1 (stereo unspecified),24%,x,22%,-14,x,x,x
Cc1c(CCC(=O)NCCCN2CCCC2=O)c(=O)oc2c(C)c(O)ccc12,0%,u,1%,0,-14%,-21%,-1%
Brc1ccc(-c2nnc(-c3cccnc3)o2)cc1,4%,x,-4%,42,x,x,x
CCC(=O)Nc1ccc2nc(C3CC3)n(Cc3ccc(C(C)(C)C)cc3)c(=O)c2c1,10%,-13%,-21%,0,-2%,0%,1%
CC(=O)NC(CC(=O)Nc1ccc(S(=O)(=O)N2CCCC2)cc1)c1ccccc1 (stereo unspecified),2%,u,1%,14,-21%,-28%,-1%
NN=C1c2ccccc2C(=O)C1C(=O)C(c1ccccc1)c1ccccc1 (stereo unspecified),53%[activator],x,-3%,-18,x,x,x
Cc1cccc(S(=O)(=O)N2CCCc3ccccc32)c1,16%,2%,0%,17,-25%,38%,0%

mol,AMA1-RON2 inh,AmpC inh detg,TbPYK inhibitor,HCMV antiviral,AmpC inh no detg,Sm TGR inh,LmPK inh
CCOC(=O)C1=C(C)OC(N)=C(C#N)C12C(=O)Nc1ccc(C)cc12 (stereo unspecified),-15%,-2%,9%,16,-11%,1%,-1%
Cc1ccc(S(=O)(=O)NCCC(=O)N2CC(C)OC(C)C2)cc1C (stereo unspecified),-14%,u,4%,1,2%,3%,x
CCc1cccc(NC(=O)CCS(=O)(=O)c2ccc(Br)cc2)c1,13%,-4%,-27%,4,-13%,-18%,0%
COc1ccc(NC(=O)Cc2cccs2)cc1S(=O)(=O)N1CCCCC1,-9%,x,-8%,-6,-24%,x,x
CCc1ccc(-n2nc(C)c3c(C(=O)N4CCN(c5cccc(Cl)c5)CC4)cc(C)nc32)cc1,x,12%,0%,-4,x,9%,x
Clc1ccc(-c2nnc(SCc3cn4ccsc4n3)n2CC2CCCO2)cc1 (stereo unspecified),-1%,u,-21%,-17,-2%,2%,-6%
O=C1C2N=NN(CC(=O)N3N=C(c4ccccc4)CC3c3ccc([N+](=O)[O-])cc3)C2C(=O)N1c1ccccc1 (stereo unspecified),x,0%,x,-20,-39%,x,3%
CCn1ccnc1CN(C)Cc1nc(-c2ccc(C(=O)OC)cc2)no1,36%[activator],6%,-4%,-30,36%,1%,3%

mol,AMA1-RON2 inh,AmpC inh detg,TbPYK inhibitor,HCMV antiviral,AmpC inh no detg,Sm TGR inh,LmPK inh
CCOc1ccc(CN2CCc3nc(N4CCN(c5ncccn5)CC4)ncc3C2)cc1OC,x,9%,2%,u,x,0%,x
COc1ccccc1N1CCN(CC(=O)Nc2c(C)n(C)n(-c3ccccc3)c2=O)CC1,8%,5%,4%,-1,21%,4%,-4%
C/C(Cl)=C/Cn1c(NCCN(C)C)nc2c1c(=O)n(C)c(=O)n2C,11%,-3%,-16%,-17,-14%,-10%,1%
COCCNCCCCOc1c(Cl)cc(C)cc1Br,-9%,-1%,-5%,-5,18%,1%,-2%
Cc1cccc(-c2noc(-c3cc(-c4ccc(F)cc4)n[nH]3)n2)c1,x,-2%,2%,-9,x,0%,x
CCOC(=O)c1sc(NC(=O)c2cc3nc(-c4ccccc4)cc(C(F)(F)F)n3n2)c(C(=O)OCC)c1C,x,1%,2%,-23,x,6%,x
C[C@H](CO)N1C[C@H](C)[C@@H](CN(C)S(=O)(=O)c2ccccc2C#N)OCc2cn(nn2)CCCC1=O,7%,x,6%,-3,x,x,x
FC(F)(F)c1ccc(Cl)c(NC(=S)N/N=C/c2ccccc2C(F)(F)F)c1,28%,-3%,-11%,u,2%,2%,0%

Whole records, looked up by structure. Order of values: AMA1-RON2 inh, AmpC inh detg, TbPYK inhibitor, HCMV antiviral, AmpC inh no detg, Sm TGR inh, LmPK inh
Results for Cc1cccc(-c2noc(-c3cc(-c4ccc(F)cc4)n[nH]3)n2)c1 → x, -2%, 2%, -9, x, 0%, x
Results for FC(F)(F)c1ccc(Cl)c(NC(=S)N/N=C/c2ccccc2C(F)(F)F)c1 → 28%, -3%, -11%, u, 2%, 2%, 0%
Results for C[C@H](CO)N1C[C@H](C)[C@@H](CN(C)S(=O)(=O)c2ccccc2C#N)OCc2cn(nn2)CCCC1=O → 7%, x, 6%, -3, x, x, x

Additional entries
mol,AMA1-RON2 inh,AmpC inh detg,TbPYK inhibitor,HCMV antiviral,AmpC inh no detg,Sm TGR inh,LmPK inh
CCCn1c(=N)n(CC(=O)C(C)(C)C)c2ccccc21,-15%,-7%,3%,-26,41%,-7%,6%
O=C1CCCC2=C1C(c1ccc(Cl)cc1)n1c(s/c(=C\c3ccc4ccncc4c3)c1=O)=N2 (stereo unspecified),2%,u,-3%,-7,-13%,6%,-3%
CCC(=O)NC(NC(=S)Nc1ccc(S(N)(=O)=O)cc1)C(Cl)(Cl)Cl (stereo unspecified),5%,-12%,-13%,21,-27%,-4%,-3%
COc1ccccc1Oc1nc(-c2ccccc2)cc(C)c1S(C)(=O)=O,-7%,-11%,-23%,-13,-5%,12%,0%
CC1=C(C(=O)OC(C)C)C(c2ccccc2)NC(=S)N1C (stereo unspecified),7%,-1%,7%,-12,-16%,3%,-1%
Cc1noc(C)c1COc1ccc(C(=O)NCCc2ccc(F)cc2)cc1,-3%,u,1%,-19,-13%,-17%,x
CC(/C=C/c1ccco1)=N\NC(=O)COc1ccc(C)c(C)c1,-16%,7%,-5%,5,-2%,7.1µM*,5%
Cc1cc(S(=O)(=O)Nc2ccc(C(=O)N3CCN(C(=O)c4ccco4)CC3)cc2)ccc1F,-1%,-6%,-4%,-20,4%,-2%,2%

mol,AMA1-RON2 inh,AmpC inh detg,TbPYK inhibitor,HCMV antiviral,AmpC inh no detg,Sm TGR inh,LmPK inh
COc1cc(-c2ccc(NC(=O)NC3CC3)c(OC)c2)ccc1NC(=O)NC1CC1,x,-9%,x,-77*,-12%,-5%,0%
Cc1ccc(C(=O)N/C(=C\c2ccc(-c3ccc(Cl)cc3)o2)C(=O)NCCCN(C)C)cc1,27%,u,-2%,-72*,272%[activator],-15%,-8%
O=C(NN1CCCCC1)c1cccc2ccccc12,5%,0%,-5%,-12,-5%,x,0%
O=C(Nc1ccc(Cl)cc1)Nc1cc(S(=O)(=O)N2CCOCC2)ccc1N1CCCC1,-10%,-3%,-8%,-15,-30%,-3%,1%
CCOc1ccccc1NCc1cc(=O)oc2cc(C)c(O)cc12,-1%,2%,7%,-33,-25%,-2%,3%
O=[N+]([O-])c1cc(-c2csc(NCCc3nc4cc(Cl)c(N5CCCCC5)cc4n3CCCO)n2)ccc1Cl,5%,x,6%,-27,x,x,x
CCN(CC(=O)Nc1c(F)cccc1F)C(=O)c1ccc(C#N)cc1,-9%,-14%,-1%,36,117%[activator],7%,0%
CC[C@H](C)[C@H](NC(N)=O)C(=O)OCC(=O)NCc1ccc(Cl)cc1,-13%,0%,u,u,-16%,1%,2%

mol,AMA1-RON2 inh,AmpC inh detg,TbPYK inhibitor,HCMV antiviral,AmpC inh no detg,Sm TGR inh,LmPK inh
O=S(=O)(Nc1ccc2c(c1)OCCO2)c1cccc2nsnc12,-12%,u,-1%,-68*,-43%,0%,5%
Cc1cc2cc(CN(Cc3cccs3)C(c3nnnn3C(C)(C)C)C(C)C)c3nnnn3c2cc1C (stereo unspecified),3%,-1%,2%,-1,-11%,-18%,7%
Cc1nc(CNC(=O)C2CCC(=O)N(Cc3cccc(F)c3)C2)sc1C (stereo unspecified),8%,-7%,-2%,3,45%,0%,-7%
NC(=O)C1CCCN(C(=O)NC2CCCCC2)C1 (stereo unspecified),7%,u,3%,-4,-14%,0%,0%
